Assay outcomes (PubChem BioAssay)
IDH1 R132H inh: human IDH1 R132H inhibition | O75874 | IDH1-R132H enzyme, NADPH consumption, diaphorase/resazurin fluorescence | Potency, µM (top dose mostly 76.6 µM), without a hit: at the highest dose activity change, negative = inhibition, most hits filed as inhibitors | 390,000 compounds, 0.093% hits; also: potency is read from the fitted curve at half-maximal effect; % is scaled to controls: 0 for no effect and ±100 for the full control effect; nearly all actives have a fitted effect of over 65% in size
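IDH1-R132H (0.5 ug/mL) preincubated 30 min with compound, then NADPH (0.016 mM) and alpha-KG (2 mM) added; 80 min at RT, pH 7.5. Remaining NADPH coupled via diaphorase/resazurin to fluorescence (540/590 nm); concentration-response curves normalized to no-enzyme control.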
USP1 inh: USP1/UAF1 (human) deubiquitinase inhibition; O94782; recombinant USP1/UAF1, Ub-Rhodamine cleavage fluorescence; Potency, µM (highest dose often 57.1 µM), without a hit: at the highest dose activity change, negative = inhibition, most hits filed as inhibitors; 390,000 compounds, 0.23% hits; AID 743255; also: potency is read from the fitted curve at half-maximal effect; % is scaled to controls: 0 for no effect and ±100 for the full control effect; nearly all actives have a fitted effect of over 60% in size; inactives centre near -12
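High-throughput fluorogenic screen: 1nM USP1/UAF1 complex, Ub-Rho substrate 150nM final, 50mM HEPES pH 7.8 with 0.5mM EDTA, 0.1 mg/ml BSA, 1mM TCEP and 0.01% Tween-20.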
Pin1 inh: inhibitors of human Pin1 | 390,000 compounds, 0.009% hits | Q13526 | AID 504891 | Potency, µM (top dose mostly 115 µM), for the others: top-dose activity, negative = inhibition, actives largely listed as inhibitors | Pin1 FP peptide displacement, HiFluor488, 10 min; active = well fitted inhibition curve with a large enough effect in the polarisation, with a control signal flat, not every such curve was filed as active; inconclusive = small, poorly fitted or top-dose-only effect, or effect the other way, or a change in a side signal; inactive = no such curve, though single readings can be large or run the other way; the % refers to the polarisation; also: potency is read from the fitted curve at half-maximal effect; % is scaled to controls: 0 for no effect and ±100 for the full control effect
Target sequence (Q13526 whole entry, looked up): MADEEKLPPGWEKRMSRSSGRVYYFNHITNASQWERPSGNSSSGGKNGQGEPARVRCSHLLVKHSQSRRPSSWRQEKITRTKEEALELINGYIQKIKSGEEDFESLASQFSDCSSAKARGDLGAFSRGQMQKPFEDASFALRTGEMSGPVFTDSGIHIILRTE
rTrxR1 inhibitor: inhibitors of rat thioredoxin reductase 1 | O89049 | recombinant rTrxR1, NADPH fluorescence consumption, selenite substrate | Potency, µM (doses to about 114 µM), inactives show at the highest dose activity change, negative = inhibition, most hits filed as inhibitors | 390,000 compounds, 1% hits; also: potency is read from the fitted curve at half-maximal effect; % is scaled to controls: 0 for no effect and ±100 for the full control effect; nearly all actives have a fitted effect of over 65% in size
Target sequence (O89049 whole entry, looked up): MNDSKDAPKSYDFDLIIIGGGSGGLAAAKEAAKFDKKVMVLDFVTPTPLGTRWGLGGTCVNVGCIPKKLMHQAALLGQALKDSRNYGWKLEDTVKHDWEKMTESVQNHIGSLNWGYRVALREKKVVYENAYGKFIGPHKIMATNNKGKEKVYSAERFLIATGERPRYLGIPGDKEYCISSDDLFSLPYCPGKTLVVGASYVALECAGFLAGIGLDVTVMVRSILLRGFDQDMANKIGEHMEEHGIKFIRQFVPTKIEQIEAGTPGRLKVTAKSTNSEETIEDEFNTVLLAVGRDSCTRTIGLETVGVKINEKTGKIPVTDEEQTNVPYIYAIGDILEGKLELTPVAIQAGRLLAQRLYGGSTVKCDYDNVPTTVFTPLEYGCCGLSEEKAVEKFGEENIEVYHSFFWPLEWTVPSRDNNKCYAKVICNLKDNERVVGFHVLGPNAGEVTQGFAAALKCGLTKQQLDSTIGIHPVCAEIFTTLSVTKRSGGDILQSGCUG
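Rat TrxR1 (90 nM in the dispensed reagent) was pre-reduced with 400 uM NADPH for 5 min at room temperature, then incubated with compound for 15 min. After 400 uM selenite was added, NADPH fluorescence (Ex 340/Em 450 nm) was followed for 8 min.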
TrxR1 substrate: rat thioredoxin reductase 1 substrate activity | O89049 | purified TrxR1 substrate turnover, NADPH consumption readout | Potency, µM (titrated, usually from 114 µM), for inactives: top-dose activity change, negative = substrate turnover | 390,000 compounds, 0.01% hits | AID 588456; also: potency is read from the fitted curve at half-maximal effect; % is scaled to controls: 0 for no effect and ±100 for the full control effect; nearly all actives have a fitted effect of over 50% in size
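Rat TrxR1, dispensed at 90 nM, was prereduced with 400 uM NADPH (final) for 5 min at ~22 deg C, then incubated with compound 15 min before 400 uM selenite. A first-read NADPH fluorescence drop versus no-compound background flagged substrates.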
D2 agonist: D2 dopamine receptor (human) agonism; HEK293 T-REx D2 cells, calcium flux agonist mode; 340,000 compounds, 0.53% hits; P14416; activation, % at 2 µM;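 active = activation over 3 SD above normal in the single-dose calcium agonist read, cut at about 30% in these data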; also: 0% is about no effect
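Calcium-flux readout, 1 cycle/sec over 180 s following compound pin transfer, in inducible HEK293 Trex D2 cells (force-coupled); dopamine controls included. Positive calcium responses during this window marked compounds as potential agonists.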
TRHR PAM: allosterically enhances the human TRH receptor. P34981. TRHR cells, fluo-8 calcium fluorescence, EC20 TRH enhancement. 360,000 compounds, 0.66% hits. enhancement, % at 2 µM. AID 493056; in the data active = enhancement above about 30%; also: 0% is about no effect
Target sequence (P34981 whole entry, looked up): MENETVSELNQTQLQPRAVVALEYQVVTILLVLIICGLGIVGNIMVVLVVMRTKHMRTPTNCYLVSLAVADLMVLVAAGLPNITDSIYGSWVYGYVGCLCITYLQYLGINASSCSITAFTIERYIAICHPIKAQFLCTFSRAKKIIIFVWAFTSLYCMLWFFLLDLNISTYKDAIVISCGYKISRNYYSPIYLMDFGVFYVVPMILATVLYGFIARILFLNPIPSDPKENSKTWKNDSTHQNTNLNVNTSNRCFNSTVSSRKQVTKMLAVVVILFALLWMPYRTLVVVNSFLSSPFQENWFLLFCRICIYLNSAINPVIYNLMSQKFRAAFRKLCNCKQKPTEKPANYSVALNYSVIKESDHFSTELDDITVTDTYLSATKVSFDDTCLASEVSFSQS
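Enhancer read-out: after compound pinning and an initial kinetic agonist-mode read, an EC20 of TRH (10 nM final) was injected and fluo-8 calcium signal (Ex 480/Em 530) followed at 1 s/cycle for 100 cycles in TRHR-expressing cells.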
D2 antagonist: antagonizes the human D2 dopamine receptor; P14416; HEK293 TREx D2 cells, calcium flux, dopamine EC80; inhibition, % at 10 µM; 340,000 compounds, 2% hits; AID 485344; in the data active = inhibition above about 30%; also: 0% is about no effect
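Read-out: kinetic calcium fluorescence (1 cycle/s) in inducible HEK293 T-REx D2 cells after an EC80 dopamine addition that followed 180 s compound preincubation. Loss of the dopamine response indicates antagonism.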
TRHR agonist: activates the human TRH receptor; TRHR cells, calcium flux fluo-8, FDSS agonist mode; activation, % at 2 µM; 360,000 compounds, 0.18% hits; in the data active = activation above about 30%; also: 0% is about no effect
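In this calcium-flux screen, cells bearing human TRHR are dye-loaded with fluo-8, baselined for 10 cycles, then exposed to library compounds; positive kinetic calcium responses during the agonist phase mark hits, with TRH as control.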
Numbers without * were called inactive; ? = inconclusive; / = no result given; & = joins results of further samples; [ ] = remark or other dose. Unless noted, calls follow the shape of the dose curve; as a rule, active = well fitted inhibition curve with a large enough effect; inconclusive = small, poorly fitted or top-dose-only effect; inactive = no such curve, though single readings can be large or run the other way. Some of the compounds tested, so the mix of outcomes need not match the whole.

1: C=CCn1cc(/C=N/Nc2nc3ccccc3[nH]2)c2ccccc21
2: CCOc1ccc(N(CC(=O)Nc2ccc(C)c(C)c2)S(=O)(=O)c2c(C)[nH]c(=O)[nH]c2=O)cc1
3: CN(Cc1ccccc1)c1nc(N)nc(Cl)c1C=O
4: OCCCc1nc2ccccc2[nH]1
5: O=C(CCc1nc2ccccc2[nH]1)NC1CCCCC1
6: CC1CCCN(c2ncnc3c2cnn3-c2ccccc2)C1 (configuration not stated)
7: COc1cc(NC(=O)CNc2cccc(S(=O)(=O)N3CCCC3)c2)cc(OC)c1
8: Oc1ccccc1/C=N/Nc1ncc(Br)cn1
9: CN1CCc2c(sc(NC(=O)c3ccc([N+](=O)[O-])o3)c2C(N)=O)C1
10: COc1ccc(NC(=O)CSc2cn[nH]n2)c(OC)c1

assay / compound	1	2	3	4	5	6	7	8	9	10
IDH1 R132H inh	1%	1%	8%	2%	8%	19%	-1%	2%	0%	-7%
USP1 inh	-24%	-23%	-5%	-11%	?	?	-29%	-10%	-19%	-13%
Pin1 inh	-6%	3%	1%	1%	-4%	4%	0%	0%	3%	5%
rTrxR1 inhibitor	2%[57.1 µM]	7%	32%[57.1 µM]	12%[57.1 µM]	30%[activator]	25%	12%	-1%	?	15%
TrxR1 substrate	8%[57.1 µM]	-3%	15%[57.1 µM]	5%[57.1 µM]	6%	8%	1%	-1%	-3%[57.1 µM]	-1%
D2 agonist	-0.2	-0.6	0.8	-0.3	0.4	-3.0	/	1.9	75*	-3.0
TRHR PAM	-1	1	0	-7	-15	0	3	-5	1	-2
D2 antagonist	1	-10	8	-6	14	-7	/	-4	29	6
TRHR agonist	0.1	0.3	0.1	0.4	0.1	-1.0	0.8	1.3	-0.8	-0.1

11: COc1ccccc1NC(=O)CN1CCC(n2nnc3cc(F)ccc32)CC1
12: COCC(=O)N/N=C\c1ccccc1OC/C=C/c1ccccc1
13: CCOc1ccc(-c2cc(CCCC(=O)NCCc3ccc(OCC)c(OCC)c3)no2)cc1
14: COc1ccc(NC(=O)C2CCN(C(=O)C3CC(=O)N(c4ccc(C)cc4)C3)CC2)cc1 (configuration not stated)
15: COc1ccc(CCNC(=O)Cc2cc(OC)c(OC)cc2Br)cc1OC
16: CCn1nc(C)c(CN2CCN(Cc3cccc(OC)c3)C(CCO)C2)c1C (configuration not stated)
17: COC(=O)c1cc(S(=O)(=O)N2CCC(c3cc(OC)ccc3OC)C2)c[nH]1 (configuration not stated)
18: CCOc1ccc(-c2c(C(=O)N/N=C(\C)c3ccccc3OC)nnn2-c2nonc2N)cc1
19: Cc1ccccc1OCC(=O)N/N=C/c1ccc(N(C)C)cc1
20: CC(C)(C)OC(=O)N1CCC(CNC(=O)c2ccccc2)CC1

assay / compound	11	12	13	14	15	16	17	18	19	20
IDH1 R132H inh	7%	14%	-5%	9%	3%	6%	2%	-3%	-8%	9%
USP1 inh	-20%	-20%	-16%	?	-17%	-16%	-22%	-16%	-27%	6%
Pin1 inh	1%	-1%	21%	7%	-2%	-5%	5%	-1%	-12%	-6%
rTrxR1 inhibitor	-1%	15%	-13%	17%	13%[57.1 µM]	7%	3%	9%	22%	26%[57.1 µM]
TrxR1 substrate	-3%	0%	-10%	4%	3%[57.1 µM]	3%	-4%	-5%	30%	5%
D2 agonist	0.1	-0.2	-0.3	-0.1	-0.3	1.1	0.0	0.3	0.0	0.2
TRHR PAM	-3	1	-9	-2	8	5	-2	9	1	-4
D2 antagonist	-11	10	/	10	-4	6	-11	-4	3	8
TRHR agonist	-0.9	0.1	0.0	-0.9	-1.0	0.8	-1.0	0.2	-0.6	0.1

21: CCN1CCN(CC(=O)Nc2cc(C)on2)CC1
22: Cc1cccc(C(=O)N2CCC(c3nc4ccccc4s3)CC2)c1
23: CC1CCCN(c2ccc(C(=O)NCc3cccs3)cn2)C1 (configuration not stated)
24: CSc1ccc(S(=O)(=O)NCc2ccc(C)cc2)cc1
25: O=C(CCN1C(=O)C2CC=CCC2C1=O)N1CCN(c2ccccn2)CC1 (configuration not stated)
26: COC(=O)c1cc(NC(=O)CC2NC3CCCCC3NC2=O)cc(C(=O)OC)c1 (configuration not stated)
27: O=c1[nH]c(N2CCCCCC2)nc2ncn(Cc3ccccc3)c12
28: CC(C)[C@H](NC(=O)c1ccccc1Cl)C(=O)OCc1cc(=O)n2cc(Br)ccc2n1
29: Cc1ccc2c(CC(=O)NNC(=O)c3ccccc3)coc2c1
30: C/C(CC(=O)NC1CCCCC1)=N\NC(=O)c1ccccc1C

assay / compound	21	22	23	24	25	26	27	28	29	30
IDH1 R132H inh	-7%	6%	3%	10%	0%	2%	11%	-6%	6%	3%
USP1 inh	-6%	-22%	-13%	-22%	-8%	-7%	-16%	-25%	-5%	-19%
Pin1 inh	-8%	1%	-9%	0%	-2%	2%	1%	-3%	1%	-2%
rTrxR1 inhibitor	0%	11%	-2%	-7%	0%	11%	8%	23%[57.1 µM]	18%[57.1 µM]	-60%
TrxR1 substrate	-2%	-1%	5%	-4%	2%[57.1 µM]	4%	1%	5%[57.1 µM]	6%[57.1 µM]	9%[57.1 µM]
D2 agonist	2.6	-1.3	-0.3	0.2	/	-1.1	-0.1	-0.7	-0.7	0.2
TRHR PAM	-1	-10	-1	-4	/	14	-1	0	-1	5
D2 antagonist	-9	-25	/	-6	/	1	18	3	-14	-12
TRHR agonist	0.3	-1.2	-0.8	-1.4	/	-0.9	0.2	-1.3	-0.3	-0.3

31: CN(C)CCNC(=O)Cn1ccc2cc(S(=O)(=O)N3CCCCCC3)ccc21
32: O=C(COC(=O)c1ccccc1Cl)NC1CCCCCCC1
33: COc1cccc(-c2ccc(C#N)c(OC(=O)c3c(Cl)cccc3Cl)n2)c1
34: Cc1c(C(=O)Nc2ccc3c(c2)OCO3)sc2ncn(CC(=O)N3CC(C)CC(C)C3)c(=O)c12 (configuration not stated)
35: CC(=O)C1=C(C)OC(N)=C(C#N)C1c1cccc2ccccc12 (configuration not stated)
36: Cc1ccc2cccc(OCC(=O)N3CC(C)CC(C)C3)c2n1 (configuration not stated)
37: Cc1ccc(CN2CCC(N3CC(C)OC(C)C3)CC2)cc1 (configuration not stated)
38: COC(=O)/C=C/c1ccc(-n2ccnc2)cc1
39: O=C(CCc1ccccc1)Nc1ncc2c(n1)CCCC2=O
40: Cc1cc(C(=O)N/N=C/c2cccc(Cl)c2Cl)no1

assay / compound	31	32	33	34	35	36	37	38	39	40
IDH1 R132H inh	-6%&7%	7%	4%	-1%	12%	2%	-2%	3%	1%	1%
USP1 inh	-18%&-9%	-23%	-19%	-16%	-15%	-12%	-16%	-3%	-16%	-3%
Pin1 inh	-10%&1%	-3%	4%	3%	?	2%	13%	-1%	-8%	-5%
rTrxR1 inhibitor	15%&23%	4%	47%[activator]	22%	-40%	19%[57.1 µM]	8%	3%[57.1 µM]	-10%	5%[57.1 µM]
TrxR1 substrate	2%&5%	-3%	110%[activator]	9%[57.1 µM]	10%[57.1 µM]	7%[57.1 µM]	2%	2%[57.1 µM]	-13%	-1%[57.1 µM]
D2 agonist	2.1	0.1	1.6	0.5	-1.0	7.1	-0.2	-2.0	-1.1	-0.2
TRHR PAM	-4&-5	-3	-7	-11	0	-2	-7	11	-7	-1
D2 antagonist	/	40*	9	26	0	2	1	-11	-17	5
TRHR agonist	0.4&0.7	-0.3	1.3	0.3	2.6	-0.2	0.0	-0.5	0.9	-0.8

41: CN(C)C(=O)C[n+]1ccc(/C=N/O)cc1
42: CN1CCN(c2ncccc2S(=O)(=O)N2CCCCC2)CC1
43: CNC(=S)NCCCc1ccccc1
44: COc1cc(OC)c2c(-c3ccccc3)cc(=O)oc2c1C(CC(=O)N1CCN(c2ccccc2)CC1)c1ccc2c(c1)OCO2 (configuration not stated)
45: COc1ccc(/C=C2\NC(=O)C(C=NCc3ccccc3)=C2O)cc1
46: CCOC(=O)C1CCCN(C(=O)CC(C)c2ccccc2)C1 (configuration not stated)
47: Cc1nc(SCC(=O)NCCc2ccccc2)c2c(=O)n(C)c(=O)n(C)c2n1
48: O=C(COC(=O)c1cnccn1)Nc1ncc(Cl)cc1Cl
49: CN1CCCC(CN2c3ccccc3Sc3ccccc32)C1 (configuration not stated)

assay / compound	41	42	43	44	45	46	47	48	49
IDH1 R132H inh	9%	6%	-1%	/	6%	10%	6%	3%	1%
USP1 inh	5%	-23%	-9%	/	-12%	6%	-4%	?	-20%
Pin1 inh	-1%	0%	0%	/	-11%	-3%	1%	?	-4%
rTrxR1 inhibitor	11%[57.1 µM]	7%	6%	/	-8%	-2%	1%	?	12%
TrxR1 substrate	-7%[57.1 µM]	2%	7%	/	-2%	11%[57.1 µM]	2%	1%	5%
D2 agonist	/	-0.3	-0.3	0.1	-0.1	0.3	-0.1	/	/
TRHR PAM	-1	1	0	-7	9	3	2	-3	2
D2 antagonist	/	8	-2	-1	-4	1	-11	/	/
TRHR agonist	1.3	1.5	0.2	0.4	-0.1	-0.6	0.6	0.4	6.0

Reformatted with values under each structure: entries from further up.
Each structure is followed by: IDH1 R132H inh, USP1 inh, Pin1 inh, rTrxR1 inhibitor, TrxR1 substrate, D2 agonist, TRHR PAM, D2 antagonist, TRHR agonist
42: CN1CCN(c2ncccc2S(=O)(=O)N2CCCCC2)CC1
  6%, -23%, 0%, 7%, 2%, -0.3, 1, 8, 1.5
45: COc1ccc(/C=C2\NC(=O)C(C=NCc3ccccc3)=C2O)cc1
  6%, -12%, -11%, -8%, -2%, -0.1, 9, -4, -0.1
47: Cc1nc(SCC(=O)NCCc2ccccc2)c2c(=O)n(C)c(=O)n(C)c2n1
  6%, -4%, 1%, 1%, 2%, -0.1, 2, -11, 0.6
